HTR5A ag ctr – counter-screen for OPRM1-OPRD1 agonists: human HTR5A agonism; P47898; HTR5A agonist assay, luminescence, cell-based; activation, % at 9.3 µM; actives 0.61% (n = 340,000); in the data active = activation mostly above about 9.5%, no sharp cut-off; inactive = mostly below about 7.6%;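 note: 0% = cells with vehicle only and 100% = reference agonist; strong numbers were not always called active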
AddAB inh – less growth of phage-infected E. coli with AddAB; E. coli expressing H. pylori AddAB, absorbance growth; actives 0.29% (n = 330,000); inhibition, % at 11.9 µM; in the data active = inhibition above about 12%;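 note: 0% = vehicle wells of infected cells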
MOR-DOR ag – agonists of human mu-delta opioid receptor heterodimerization; P35372+P41143; cells, OPRM1-OPRD1 heterodimerization, luminescence; activation, % at 9.3 µM; actives 0.3% (n = 340,000); in the data active = activation above about 18%;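 note: 0% = vehicle-treated cells and 100% = reference agonist; values of inactives mirror those of a sister screen read the other way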
HTR5A inv ctr – inverse agonist of human HTR5A in OPRM1-OPRD1 counter-screen | HTR5A cell line, luminescence, inverse agonism | inhibition, % at 9.3 µM | actives 0.083% (n = 340,000) | AID 504634; in the data active = inhibition mostly above about 23%, no sharp cut-off; inactive = mostly below about 18%;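 note: 0% = cells with DMSO and 100% = no-cell wells with DMSO; some compounds called inactive have numbers as strong as hits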
Mot1-301 SUMO – SUMOylation pathway inhibition by Mot1-301 growth rescue | S. cerevisiae Mot1-301 growth rescue, ATP luminescence, 38.5C; percent above DMSO median, 100 means doubled | actives 1% (n = 320,000) | growth rescue, % at 18.8 µM | AID 2716;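 active = every valid replicate shows activation above 250% relative to neutral control wells; inactive = the rest, any valid replicate at or below 250%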;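 note: OY570 slx delta 5 strain wells were the positive control but not used for scaling; some compounds called inactive have numbers as strong as hits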
PKA-R1A activ – PKA-R1A complex activation | P00514+P68181 | PKA-R1A dissociation, Cy5-IP20 fluorescence polarization; scaled: DMSO 0%, 113 µM cGMP 100% | activation, % at 11.4 µM | actives 0.083% (n = 340,000);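 active = percent activation above the mean of all tested compounds plus 3 SD, cut at about 19% in these data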;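 note: higher means more PKAc released from R1A so a rise in polarization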
OPRM1-OPRD1 inv – mu-delta opioid heterodimer inverse agonism; P35372+P41143; cell-based MOR-DOR heterodimer luminescence; inhibition, % at 9.3 µM; actives 0.21% (n = 340,000); in the data active = inhibition above about 22%, passing the limit was not always enough;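 note: 0% = cells with DMSO and 100% = wells without cells with DMSO; values of inactives mirror those of a sister screen read the other way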
E coli growth – reduces bacterial viability in AddAB counter-screen; E. coli V3065 growth, OD600 absorbance, 18 h; inhibition, % at 11.9 µM; actives 0.27% (n = 330,000);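 active = inhibition above the campaign's mean inhibition across all tested compounds plus 3 SD, cut at about 9.9% in these data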;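 note: uninfected addAB+ strain grown without phage in ampicillin broth; 0% = DMSO wells and 100% = ciprofloxacin 0.95 µg/ml wells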
phage Ecoli inh – E. coli growth loss with phage present; growth absorbance; inhibition, % at 11.9 µM; actives 0.26% (n = 360,000); in the data active = inhibition above about 11%
PfHsp90 set2 – inhibits growth of yeast expressing Plasmodium falciparum Hsp90; AID 504621; inhibition, % at 9.4 µM; actives 0.32% (n = 310,000); S. cerevisiae expressing PfHsp90, BacTiter-Glo ATP, 48 h; yeast lacking PDR1 and PDR3 efflux regulators;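 active = every replicate shows inhibition above about 80%, whatever the replicate mean, limit read from the data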;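 note: 0% = DMSO neutral controls and 100% = 20 µM radicicol positive controls; yeast relying on Plasmodium falciparum Hsp90 in place of its own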
Pemphigus Ab inh – inhibitors of pemphigus antibody binding to human desmoglein-3; P32926; DSG3-coupled beads, scFv-anti-DSG3-GFP binding, flow cytometry; active compounds read low; binding (percent of control), % at 10 µM; actives 0.48% (n = 310,000); AID 588358;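 active = binding more than 3 SD below its plate's average and above zero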;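 note: hits lower antibody fragment binding to DSG3; some compounds called inactive have numbers as strong as hits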
Target sequence (P32926 whole entry, looked up, the tested form may be a part): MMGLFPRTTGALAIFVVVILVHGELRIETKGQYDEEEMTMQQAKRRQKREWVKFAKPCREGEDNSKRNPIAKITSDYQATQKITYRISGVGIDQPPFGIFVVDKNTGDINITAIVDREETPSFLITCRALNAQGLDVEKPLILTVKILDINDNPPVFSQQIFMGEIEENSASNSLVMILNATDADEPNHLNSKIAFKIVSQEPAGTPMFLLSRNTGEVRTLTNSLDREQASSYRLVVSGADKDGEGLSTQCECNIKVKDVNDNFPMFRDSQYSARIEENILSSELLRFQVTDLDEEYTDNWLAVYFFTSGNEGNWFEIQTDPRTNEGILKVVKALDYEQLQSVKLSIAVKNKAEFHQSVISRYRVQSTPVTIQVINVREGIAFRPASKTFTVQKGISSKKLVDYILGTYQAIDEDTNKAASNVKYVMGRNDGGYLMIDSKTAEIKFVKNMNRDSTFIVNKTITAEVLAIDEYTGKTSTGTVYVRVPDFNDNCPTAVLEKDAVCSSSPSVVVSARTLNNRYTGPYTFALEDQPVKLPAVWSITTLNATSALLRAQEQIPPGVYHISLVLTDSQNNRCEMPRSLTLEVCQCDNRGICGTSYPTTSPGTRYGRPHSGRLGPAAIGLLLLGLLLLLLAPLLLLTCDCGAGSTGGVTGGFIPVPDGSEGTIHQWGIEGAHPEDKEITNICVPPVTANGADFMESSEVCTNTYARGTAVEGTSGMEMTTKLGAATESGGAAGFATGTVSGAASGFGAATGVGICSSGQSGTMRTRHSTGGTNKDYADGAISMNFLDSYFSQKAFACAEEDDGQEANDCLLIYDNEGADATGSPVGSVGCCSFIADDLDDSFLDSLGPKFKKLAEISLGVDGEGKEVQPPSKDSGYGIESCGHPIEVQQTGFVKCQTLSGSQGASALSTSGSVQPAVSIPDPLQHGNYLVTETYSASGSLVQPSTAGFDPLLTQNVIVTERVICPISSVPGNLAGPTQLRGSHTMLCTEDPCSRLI
Numbers without * were called inactive; . = not tested or not shown.

SMILES	HTR5A ag ctr	AddAB inh	MOR-DOR ag	HTR5A inv ctr	Mot1-301 SUMO	PKA-R1A activ	OPRM1-OPRD1 inv	E coli growth	phage Ecoli inh	PfHsp90 set2	Pemphigus Ab inh
Nc1nc2ccc(-c3nc4ccccc4o3)cc2s1	4	1.2	1.3	-11	18	-5	-8	0.3	-1.0	-21	101
CCCSc1nnc2c(n1)OC(c1cccn1C)N(C(C)=O)c1ccccc1-2 (stereo unspecified)	-3	1.0	-0.3	13	-4	0	2	1.5	1.9	7	80
CSc1ccc(S(=O)(=O)N2CCC(C(=O)NC3CC3)CC2)cc1	3	-1.1	0.0	-1	16	-6	0	-0.1	1.6	-26	129
CC1CCN(C(NC(=O)c2ccco2)C(=O)c2ccccc2)CC1 (stereo unspecified)	-2	0.3	-1.8	-18	3	-7	11	0.3	3.2	.	101
O=C(NC(=S)Nc1ccc(C(F)(F)F)cc1)c1csnn1	0	1.6	-2.7	3	13	3	13	-0.1	1.5	6	102
CCN1CCCC1CNC(=O)CSc1cc(=O)n(CC)c2ccccc12 (stereo unspecified)	-3	1.6	-1.5	9	6	-3	8	2.5	2.7	-22	106
COC(=O)/C=C/c1ccccc1S(=O)(=O)N(Cc1ccccc1)Cc1ccco1	-2	2.6	-1.4	0	-20	-9	9	-0.5	1.6	4	107
Cn1nc(-c2ccc(Cl)cc2)c2cc(C(=O)N3CCN(c4ccccn4)CC3)sc21	5	4.7	-2.3	-14	-19	-3	12	2.3	.	-7	-3.6*
COc1ccc(C(=O)C2CCCN(Cc3ccc(NC(C)=O)cc3)C2)cc1OC (stereo unspecified)	1	3.7	-2.3	-3	-9	-1	11	-1.2	2.7	-7	121
CCOC(=O)c1oc2cc(O)ccc2c(=O)c1-c1ccccc1OC	0	-1.4	-2.2	8	7	-2	12	2.1	0.5	26	104
O=C(CSc1nc(-c2ccc(F)cc2)nc2c1Cc1ccccc1O2)Nc1cccc(C(=O)O)c1	6	.	-1.3	2	.	0	7	.	-0.5	-8	86
O=C(Nn1cnnc1)c1cc(Br)ccc1Cl	-5	-1.6	-0.7	16	4	7	3	-0.6	3.6	3	116
Cc1noc(C)c1COc1ccc(C(=O)Nc2ccccn2)cc1	-3	0.7	-5.5	-5	4	11	18	-1.9	0.9	16	105
CC(=O)NNC(=O)c1[nH]c2ccc(Br)cc2c1-c1ccccc1	2	.	-1.1	-9	-26	10	6	.	2.0	2	87
CC1CCN(Cc2nnnn2CCCC(=O)NCC(C)(C)N2CCOCC2)CC1	-2	3.9	-1.4	16	-15	-8	7	-0.4	-0.1	-22	.
O=C1Oc2ccccc2C(=O)/C1=C\N1CCN(c2ccccc2)CC1	-1	0.6	-1.9	-31	22	-2	9	-0.6	1.2	.	109
O=C(Nc1ccc(Cl)cc1F)c1cccc2ccccc12	4	5.7	6.5	-16	10	0	-33	2.6	1.2	-9	93
CCOc1ccc(S(=O)(=O)/N=C(/Nc2ccc(OC)cc2)c2ccccc2)cc1	1	-1.7	-0.2	9	5	-8	1	-0.5	-1.6	-33	110
C=CCc1cccc(/C=N/n2cnnc2)c1O	5	-0.6	-1.5	0	-3	15	7	1.9	3.8	-2	100
CCCCC(NC(C)=O)c1nc2ccccc2n1CCCC (stereo unspecified)	3	0.7	-2.9	17	-4	3	18	-1.3	2.8	1	101
CS(=O)(=O)N1CCN(c2ccc([N+](=O)[O-])c3cccnc23)CC1	1	1.0	6.3	-4	-21	-5	-34	-1.0	3.2	-23	93
CC(=O)COc1ccc2c3c(c(=O)oc2c1C)CCCCC3	4	-1.9	-0.3	-12	-20	12	2	-1.1	0.6	35	109
CCCOc1ccc(C(=O)O/N=C(\CC)c2ccc(C)cc2)cc1	-1	3.3	2.2	3	-18	-4	-12	2.6	3.4	8	103
CN(Cc1ccccc1)c1ncnc2[nH]ncc12	1	.	-3.0	-3	.	5	13	.	3.6	-28	100
CCc1ccc(NC(=S)NC2CC3CCCC(C2)N3Cc2ccccc2)cc1 (stereo unspecified)	-2	5.3	3.9	5	20	3	-20	4.6	3.7	2	106
COC(=O)C(CO)NC(=O)C1CCCN1C(=O)CNC(=O)OCc1ccccc1 (stereo unspecified)	3	1.6	0.7	-10	-4	0	-4	0.8	0.7	-8	89
Cc1ccc(CNS(=O)(=O)c2ccc3c(c2)CCN3C(=O)C2CCC2)cc1	2	0.1	2.2	-5	142	2	-11	1.1	1.3	0	.
COc1cc(-c2n[nH]c(=O)o2)cc(OC)c1OC	7	3.1	-1.6	1	414	-1	7	-0.1	1.1	.	99
CCOC(=O)C1(Cc2ccccc2C)CCCN(C(=O)c2sccc2C)C1 (stereo unspecified)	2	1.5	1.1	20	-13	-7	-6	1.9	2.5	45	105
COc1cc(CNc2ncc(-c3ccc(Br)cc3)n2C)cc(OC)c1O	-2	0.7	-3.5	7	-15	-9	17	0.0	0.8	6	118
O=C(C1CCN(C2CCN(Cc3cccc4c3OCO4)CC2)CC1)N1CCOCC1	-2	4.0	-1.2	15	87	6	6	-0.6	3.7	.	105
O=C(OCC(=O)N(CCc1ccccc1)Cc1ccccc1)c1ccccc1[N+](=O)[O-]	-8	0.0	-2.6	19	-3	-1	14	-0.4	-1.6	3	92
CCN1CCN(c2sc(S(C)(=O)=O)nc2S(=O)(=O)c2ccc(Cl)cc2)CC1	-4	1.1	1.1	9	3	-4	-6	-0.8	.	21	101
COc1ccc(F)cc1C(=O)C1CCCN(C(=O)c2ocnc2C)C1 (stereo unspecified)	2	0.2	-1.7	-6	314	0	8	1.5	3.2	0	101
CCOc1ccc(C2NC(=O)C(C#N)=C(S)N2c2ccc(OC)cc2)cc1OC (stereo unspecified)	1	-1.4	-2.6	-14	5	-5	14	-5.5	3.6	27	80
CCCCOC(=O)Nc1ccccc1C(=O)N1CCCC1	-9	2.0	-2.1	25	-1	6	13	2.2	1.6	10	98
O=[N+]([O-])c1ccc(Cl)c(NC2=NCCCCC2)c1	-3	3.0	0.5	6	-1	0	-3	1.3	-3.2	-4	94
C/C(=N/N1CCN(Cc2ccccc2)CC1)c1ccc(Br)cc1	4	.	-0.6	-10	-4	3	3	.	3.8	-1	103
Cc1cccn2c(=S)[nH]nc12	0	.	-0.4	0	.	-9	2	.	1.8	-19	112
CC1CN(C(=O)CCC(=O)NCCc2ccccc2)c2ccccc2O1 (stereo unspecified)	7	-2.4	-0.3	-21	-6	-7	2	-5.6	4.5	10	101
O=C(Nc1ccn(Cc2c(F)c(F)c(F)c(F)c2F)n1)c1cccc(Cn2cc([N+](=O)[O-])cn2)c1	0	0.7	-1.5	-15	-19	-10	8	0.9	4.0	.	95
CCC(=O)c1ccc(OCC(=O)N2CCN(S(=O)(=O)c3ccc(Cl)s3)CC2)cc1	-1	-1.7	-0.7	-5	-5	-3	3	-1.6	-2.2	17	109
COc1cc2c(cc1NC(=O)c1cc(-c3ccncc3)nc3ccc(C)cc13)oc1ccccc12	0	0.6	-1.8	-33	45	4	9	-1.6	0.2	-2	103
COC(=O)C1C(=O)c2c([nH]c(C(=O)OC3CCCCC3)c2C)CC1C (stereo unspecified)	0	4.0	-1.4	0	-12	3	7	-0.5	1.5	-30	113
O=C1CCCc2c1cc(C(=O)Nc1ccc(Br)cn1)c(=O)n2-c1ccccc1	5	0.3	1.3	-32	-9	10	-7	-1.1	5.4	13	102
COc1ccc(C)cc1NC(=O)C(OC(=O)CNC(=O)c1ccc(Br)cc1)c1ccccc1 (stereo unspecified)	3	3.0	3.3	-10	-11	-7	-19	-1.0	2.0	-24	95
COc1ccc(-c2nnc(NC(=O)CS(=O)(=O)c3ccc(F)cc3)o2)cc1	3	-2.1	0.3	7	-8	2	-2	-0.4	-2.2	22	98
CC1(C)CC(=O)c2cn3ncnc3nc2C1	6	-0.5	-0.1	7	-8	5	1	-1.6	2.8	17	108
CCc1ccc2oc(C(=O)N3CCN(c4ccc(OC)cc4)CC3)cc(=O)c2c1	-2	0.6	-1.2	8	-16	1	6	1.1	2.2	12	125
COc1cc(NCCCC(C)N)c2ncccc2c1 (stereo unspecified)	5	.	5.7	-17	.	1	-30	.	2.0	16	107

Some values from the list.
O=C1CCCc2c1cc(C(=O)Nc1ccc(Br)cn1)c(=O)n2-c1ccccc1 | HTR5A inv ctr = -32
CCCOc1ccc(C(=O)O/N=C(\CC)c2ccc(C)cc2)cc1 | MOR-DOR ag = 2.2

Just HTR5A ag ctr and E coli growth, for some of the entries so far:
SMILES,HTR5A ag ctr,E coli growth
O=C(Nc1ccn(Cc2c(F)c(F)c(F)c(F)c2F)n1)c1cccc(Cn2cc([N+](=O)[O-])cn2)c1,0,0.9
CCC(=O)c1ccc(OCC(=O)N2CCN(S(=O)(=O)c3ccc(Cl)s3)CC2)cc1,-1,-1.6

Further results
SMILES	HTR5A ag ctr	AddAB inh	MOR-DOR ag	HTR5A inv ctr	Mot1-301 SUMO	PKA-R1A activ	OPRM1-OPRD1 inv	E coli growth	phage Ecoli inh	PfHsp90 set2	Pemphigus Ab inh
CCCCn1c(N)c(N(CCOC)C(=O)c2ccc(Cl)c(S(=O)(=O)N3CCCC3)c2)c(=O)[nH]c1=O	-1	4.0	-1.8	5	-3	-8	10	-1.8	2.6	-29	.
C[C@@H]1NS(=O)(=O)c2cc(Cl)ccc2O[C@@H]1c1ccccc1	0	.	2.3	0	.	-9	-11	.	4.1	-21	95
O=C(O)COc1c(F)c(F)c(C(F)(F)F)c(F)c1F	4	0.5	-3.1	-2	21	-1	16	-0.2	0.8	.	77
COC(=O)c1[nH]c2c(c1C)C(=O)CC(c1ccc(C)cc1)C2 (stereo unspecified)	-1	4.1	1.3	-12	-1	-12	-6	-1.8	0.8	2	100
O=C(CNC1CCCCC1)NN=C(c1ccccc1)c1ccccc1	2	0.4	5.5	-7	8	-9	-28	1.9	2.1	-2	100
Cc1ccc(C)c(-n2cc(CN3CCNC(=O)CC3)c(-c3ccccc3)n2)c1	2	-2.6	1.9	-6	8	-11	-10	-2.0	4.8	1	100
CCOc1ccc(C2CC(=O)n3nc(C45CC6CC(CC(C6)C4)C5)nc3S2)cc1OC (stereo unspecified)	-1	1.2	-1.8	-9	-12	-4	11	-3.3	4.8	-31	99
O=C(O)CCCC(=O)Nc1ccc(OCc2nc3ccccc3s2)cc1	-3	0.6	-0.8	-15	-18	9	4	-0.9	2.9	7	102
O=C(COc1ccccc1)N[C@@H]1c2ccccc2CC[C@H]1OCc1ccccc1	0	2.5	2.4	-1	.	0	-11	3.2	0.7	-8	108
O=C(c1ccccc1)c1ccc(-n2ccnc2)c([N+](=O)[O-])c1	-3	0.0	1.8	9	3	-3	-14	-2.8	-0.4	-9	.
CN(CCc1ccccn1)Cc1ccc(Cl)c(Cl)c1	-1	1.0	-1.2	-15	-11	-5	6	0.9	3.9	12	108
COc1ccc(CCNS(=O)(=O)c2ccc(F)cc2)cc1OC	-8	3.7	1.4	20	-2	-3	-9	0.6	2.8	5	81
